Screening results from PubChem.
U2OS ROS induce – cancer cell ROS induction | U2OS ROS induction, H2DCF-DA fluorescence | ROS induction (% of piperlongumine), % at 10 µM | 46,000 tested, 2% active | AID 624156; in the data active means ROS induction above about 79%, passing the limit was not always enough; inconclusive means no clear call, values can overlap the other calls;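 further: 0% = DMSO vehicle median and 100% = reference compound median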
* marks the source's active call; other numbers are inactive results; u = inconclusive. A portion of the library (hit frequency here may not be typical).

No.	structure	U2OS ROS induce
1	C[C@@H]1CN([C@@H](C)CO)C(=O)c2cccc(NC(=O)c3ccc(-c4nccs4)cc3)c2O[C@@H]1CN(C)C(=O)NC1CCCCC1	27
2	Cn1c(CSc2ccnc3cc(Cl)ccc23)nnc1SCC(=O)c1ccc(Cl)s1	30
3	C[C@@H]1CN([C@H](C)CO)C(=O)Cc2cc(NS(=O)(=O)c3ccc(Cl)cc3)ccc2O[C@@H]1CN(C)C(=O)Nc1ccc2c(c1)OCO2	-15
4	CC1CCCC(C)N1CCCNc1ccc2nnc(-c3ccccc3)n2n1 (stereo unspecified)	7
5	O=C(O)CN1C(=O)CCS(=O)(=O)c2ccccc21	-4
6	COc1ccc(CN(C)C[C@H]2Oc3ccc(NC(=O)CCCCCC(=O)Nc4ccccc4N)cc3CC(=O)N([C@@H](C)CO)C[C@@H]2C)cc1	-3
7	COc1ccc(-c2cnnn2-c2ccc(NC(=O)c3ccccc3C(F)(F)F)cc2)cc1OC	35
8	O=C(CCN1C(=O)COc2ccccc21)NCc1ccccc1	-9
9	COc1ccc(NC(=O)N(C)C[C@@H]2Oc3c(NC(=O)NC4CCCCC4)cccc3C(=O)N([C@@H](C)CO)C[C@H]2C)cc1	-5
10	Cc1cc(C)n(Cc2ccccc2)c(=O)c1C#N	2
11	C[C@H](CO)N1C[C@H](C)[C@H](CN(C)CC2CC2)Oc2ccc(NC(=O)C3CC3)cc2C1=O	2
12	CCOC(=O)N1CCC(NS(=O)(=O)c2ccc3c(c2)C(C)(C)C(=O)N3C)CC1	2
13	O=S(=O)(c1ccccc1)N1CCN(CCO)CC1	-18
14	CCc1ccc(OCCSc2nc(C)cc(=O)[nH]2)cc1	-3
15	C[C@H]1CN([C@@H](C)CO)C(=O)c2cc(NS(=O)(=O)c3cn(C)cn3)ccc2O[C@@H]1CN(C)C(=O)Nc1ccccc1	-11
16	CC(C)NC(=O)Nc1cccc2c1O[C@H](CN(C)S(=O)(=O)c1ccccc1)[C@@H](C)CN([C@H](C)CO)C2=O	-2
17	C[C@@H]1CN([C@H](C)CO)C(=O)Cc2cc(NC(=O)Nc3ccc(C(F)(F)F)cc3)ccc2O[C@@H]1CN(C)Cc1ccc2c(c1)OCO2	27
18	CC(Sc1nc2ccccc2[nH]1)c1nc2ccccc2[nH]1 (stereo unspecified)	20
19	COc1ccc(CN(C)C[C@@H]2Oc3ccc(NC(=O)CCC(F)(F)F)cc3CC(=O)N([C@@H](C)CO)C[C@@H]2C)cc1	0
20	O=C(NCCC1=CCCCC1)c1sc2ccccc2c1Cl	11
21	CC1OC(OC2CCC3(C)C(CCC4(C)C3CC=C3C5CC(C)(C)CCC5(C(=O)OC5OC(CO)C(OC6OCC(OC7OC(CO)C(O)C(O)C7O)C(OC7OCC(O)C(O)C7O)C6O)C(O)C5O)CCC34C)C2(C)C)C(O)C(O)C1OC1OCC(O)C(O)C1O (stereo unspecified)	-10
22	C[C@@H]1CCCCO[C@H](CN(C)C(=O)CCCN(C)C)[C@@H](C)CN([C@H](C)CO)C(=O)c2cc(NC(=O)Nc3ccc(C(F)(F)F)cc3)ccc2O1	4
23	COc1ccc(S(=O)(=O)N(C)C[C@@H]2Oc3ccc(NC(=O)Nc4ccc(C(F)(F)F)cc4)cc3CC(=O)N([C@@H](C)CO)C[C@@H]2C)cc1	37
24	CCCNC(=O)c1[nH]c2cc(OC)ccc2c1Sc1ccccc1	-6
25	COc1ccc(OC)c(NC(=O)Cn2cc(C(=O)C3CCCCC3)c3ccccc32)c1	43
26	CC(C)NC(=O)Nc1ccc2c(c1)CC(=O)N([C@@H](C)CO)C[C@H](C)[C@H](CN(C)Cc1ccc(-c3ccccc3)cc1)O2	2
27	Cc1noc(C)c1S(=O)(=O)N(C)C[C@@H]1Oc2ccc(NS(C)(=O)=O)cc2C(=O)N([C@H](C)CO)C[C@@H]1C	5
28	CNC[C@H]1Oc2ccc(NS(C)(=O)=O)cc2C(=O)N([C@H](C)CO)C[C@H]1C	-10
29	O=c1cc(CSc2nc3ccccc3s2)c2ccccc2[nH]1	2
30	C[C@H](CO)N1C[C@H](C)[C@H](CN(C)S(=O)(=O)c2cn(C)cn2)Oc2ccc(NC(=O)C3CC3)cc2CC1=O	3
31	COc1ccc(S(=O)(=O)N(C)C[C@@H]2Oc3ccc(NS(C)(=O)=O)cc3C(=O)N([C@H](C)CO)C[C@H]2C)cc1	-9
32	Oc1cc(O)c2c(c1)OC(c1ccc(O)c(O)c1)C(O)C2 (stereo unspecified)	-8
33	O=S(=O)(c1ccc(-c2cc(C(F)(F)F)on2)s1)N1CCc2c([nH]c3ccc(F)cc23)C1	-8
34	COC(=O)c1ccccc1NC(=O)COc1ccc([N+](=O)[O-])c(C)c1	138*
35	COc1ccc(NC(=O)C(C)Oc2cc(C)c(Cl)c(C)c2)c([N+](=O)[O-])c1 (stereo unspecified)	2
36	COc1ccc(N(CC(=O)N2CCN(c3ccccc3F)CC2)S(C)(=O)=O)c(OC)c1	16
37	CC(C)NC(=O)Nc1ccc2c(c1)C(=O)N([C@H](C)CO)C[C@@H](C)[C@H](CN(C)S(=O)(=O)c1cccs1)O2	-11
38	COC(=O)C1C(=O)NC(SCC(=O)NCc2ccccc2)=C(C#N)C1c1ccccc1F (stereo unspecified)	13
39	CN1C(=O)/C(=C\c2ccncc2)SC1=S	41
40	COc1ccc(CN(C)C[C@@H]2OCCCC[C@@H](C)Oc3ccc(NC(=O)Nc4ccc(OC)cc4)cc3C(=O)N([C@H](C)CO)C[C@@H]2C)cc1	41
41	C[C@@H]1CN([C@H](C)CO)C(=O)CCCn2cc(nn2)CO[C@@H]1CN(C)C(=O)Nc1ccccc1C(F)(F)F	-9
42	C[C@@H]1CN([C@H](C)CO)C(=O)c2cccc(NC(=O)C3CC3)c2O[C@H]1CN(C)S(C)(=O)=O	-7
43	CC(C)(C)NS(=O)(=O)c1ccc(OCC(=O)N2CCOCC2)cc1	-9
44	CCOC(=O)c1cc(-c2ccnn2S(=O)(=O)c2ccc(C)cc2)on1	13
45	Cc1ccc(NC(=O)COc2ccc(I)cc2)c(C(=O)O)c1	43

Given with each value named: entries from further up
(35) COc1ccc(NC(=O)C(C)Oc2cc(C)c(Cl)c(C)c2)c([N+](=O)[O-])c1 (stereo unspecified)
  U2OS ROS induce: 2
(36) COc1ccc(N(CC(=O)N2CCN(c3ccccc3F)CC2)S(C)(=O)=O)c(OC)c1
  U2OS ROS induce: 16

Further compounds:
No.	structure	U2OS ROS induce
46	C[C@@H]1CN([C@H](C)CO)C(=O)Cc2cc(NC(=O)Nc3ccccc3)ccc2O[C@H]1CN(C)Cc1ccccc1	1
47	CS(=O)(=O)N(CC(=O)Nc1ccccc1)c1cccc(F)c1	-8
48	Cc1noc(C)c1NC(=O)N(C)C[C@@H]1Oc2c(NC(=O)Nc3ccccc3)cccc2C(=O)N([C@H](C)CO)C[C@H]1C	-2
49	C[C@H](CO)N1C[C@H](C)[C@@H](CN(C)Cc2ccncc2)Oc2ccc(NC(=O)CCC(F)(F)F)cc2C1=O	-3
50	O=C(Oc1ccc(-c2ccccc2)cc1)c1cccs1	9
51	COc1cc([N+](=O)[O-])ccc1NC(=O)CCN1C(=O)C2C3C=CC(C4CC34)C2C1=O (stereo unspecified)	-1
52	CCn1c(C)nc2cc(S(=O)(=O)N3CCOCC3)ccc21	-10
53	O=C(CCn1c(=O)[nH]c2ccccc2c1=O)N1CCCCC1	6
54	CCN(Cc1ccccc1)S(=O)(=O)c1nc2nc(C)c(C)c(C)n2n1	5
55	Cc1ccc(S(=O)(=O)Nc2ccc3c(c2)C(=O)N([C@@H](C)CO)C[C@H](C)[C@@H](CN(C)C(=O)NC(C)C)O3)cc1	3
56	COc1ccc(-c2cc(=O)c3cc(OC(=O)c4ccc(OC)c(OC)c4)ccc3o2)cc1	-7
57	C[C@@H]1CCCCO[C@H](CN(C)Cc2ccncc2)[C@@H](C)CN([C@H](C)CO)C(=O)c2cc(NC(=O)Nc3ccc(F)cc3)ccc2O1	-15
58	C[C@@H]1CN([C@@H](C)CO)C(=O)c2cc(NS(=O)(=O)c3cn(C)cn3)ccc2O[C@@H]1CN(C)S(=O)(=O)c1ccc(F)cc1	17
59	CC(=O)c1ccc(NC(=O)c2ccc(CSc3nc4ccc([N+](=O)[O-])cc4s3)cc2)cc1	0
60	CCOc1ccc(N2C(=O)c3ccccc3C2=O)cc1	-5
61	C[C@H]1CN([C@@H](C)CO)C(=O)CCCn2nncc2CO[C@@H]1CN(C)Cc1ccc2c(c1)OCCO2	34
62	C[C@H](CO)N1C[C@H](C)[C@H](CN(C)S(=O)(=O)c2ccc(F)cc2)Oc2c(NS(=O)(=O)c3ccc(Cl)cc3)cccc2C1=O	4
63	CCOc1cccc2cc(C(=O)NCc3cccnc3)c(=O)oc12	-1
64	C[C@H](CO)N1C[C@H](C)[C@@H](CN(C)Cc2ccccc2)Oc2c(NS(=O)(=O)c3ccc(Cl)cc3)cccc2C1=O	-10
65	COc1ccc(CCNc2nc(-c3ccncc3)cs2)cc1OC	-4
66	O=S(=O)(c1ccccc1)N1CCC(Cc2ccccc2)CC1	13
67	CC(C)CN1C(=O)[C@@]2(Cc3ccccc31)c1ccccc1C(=O)N(Cc1ccccc1Cl)[C@H]2c1ccc(CO)cc1	6
68	C[C@H]1CN([C@@H](C)CO)C(=O)c2cc(NS(=O)(=O)c3ccc(F)cc3)ccc2O[C@H]1CN(C)C(=O)Nc1cccc2ccccc12	3
69	NC(=O)COc1ccccc1/C=N/NC(=O)CCCCC(=O)NO	10
70	Cn1c(SCC(=O)Nc2ccc(F)c(Cl)c2)nnc1-c1ccccc1Cl	-5
71	Cc1nnc(SCC(=O)Nc2cc(Cl)ccc2Cl)s1	2
72	C[C@@H]1CN([C@H](C)CO)C(=O)c2cc(NS(=O)(=O)c3ccc(F)cc3)ccc2O[C@@H]1CN(C)Cc1ccccc1	18
73	CC(C)C1C(=O)CC(c2ccccc2)NC1c1ccccc1 (stereo unspecified)	19
74	COC(=O)c1c(C)nn(-c2ccccc2)c1-n1c(C)ccc1C	-5
75	C[C@@H]1CN([C@@H](C)CO)C(=O)c2cc(NS(=O)(=O)c3ccc(F)cc3)ccc2O[C@H]1CN(C)Cc1ccc(Oc2ccccc2)cc1	u

Reprinted from the part before: 2 entries, then new ones.
No.	structure	U2OS ROS induce
74	COC(=O)c1c(C)nn(-c2ccccc2)c1-n1c(C)ccc1C	-5
75	C[C@@H]1CN([C@@H](C)CO)C(=O)c2cc(NS(=O)(=O)c3ccc(F)cc3)ccc2O[C@H]1CN(C)Cc1ccc(Oc2ccccc2)cc1	u
76	C[C@@H]1CN([C@@H](C)CO)C(=O)c2cc(NS(=O)(=O)c3ccc(Cl)cc3)ccc2O[C@@H]1CN(C)Cc1ccc(C(=O)Nc2ccccc2N)cc1	42
77	COc1ccc(N(C(=O)c2ccccc2)S(=O)(=O)c2cccc([N+](=O)[O-])c2)cc1	-1
78	C[C@H](CO)N1C[C@H](C)[C@@H](CN(C)C(=O)Nc2ccc(C(F)(F)F)cc2)Oc2c(NC(=O)C3CCCCC3)cccc2C1=O	-7
79	C[C@@H]1CN([C@@H](C)CO)C(=O)c2cc(NC(=O)CCCN(C)C)ccc2O[C@@H]1CN(C)Cc1ccc(Cl)c(Cl)c1	3
80	C[C@@H]1CN([C@@H](C)CO)C(=O)CCCn2nncc2CO[C@H]1CN(C)C(=O)Nc1ccccc1F	-2
81	C[C@H](CO)N1C[C@H](C)[C@@H](CN(C)CC2CCCCC2)Oc2c(NC(=O)C3CCOCC3)cccc2C1=O	1
82	COC(=O)c1c[nH]n2c(=O)c(Cc3ccc(F)cc3Cl)c(C)nc12	22
83	O=C(NCc1ccc2c(c1)OCO2)c1ccc(N2CCCC2=O)cc1	16
84	C[C@@H]1CN([C@@H](C)CO)C(=O)CCCn2nncc2CO[C@H]1CN(C)S(=O)(=O)c1ccc(C#N)cc1	2
85	COc1cc(CCC(O)CC(=O)CCc2ccccc2)ccc1O (stereo unspecified)	-1
86	CCOC(=O)CN(C)C1=NS(=O)(=O)c2ccccc21	-15
87	CCOC(=O)C1=C(SCc2ccccc2)NC(=O)C(C#N)C12CCCCC2 (stereo unspecified)	8
88	C[C@@H]1CN([C@@H](C)CO)C(=O)c2cc(NC(=O)Nc3ccc(C(F)(F)F)cc3)ccc2O[C@@H]1CN(C)S(=O)(=O)c1ccc(Cl)cc1	2
89	Nc1c2cnc(N3CCCC3)nc2nc(=O)n1-c1ccc(Cl)cc1	12
90	CCC(NC(=O)Nc1ccccc1C(=O)OC)(C(F)(F)F)C(F)(F)F	55

Compounds 88–90, quoted:
No.	structure	U2OS ROS induce
88	C[C@@H]1CN([C@@H](C)CO)C(=O)c2cc(NC(=O)Nc3ccc(C(F)(F)F)cc3)ccc2O[C@@H]1CN(C)S(=O)(=O)c1ccc(Cl)cc1	2
89	Nc1c2cnc(N3CCCC3)nc2nc(=O)n1-c1ccc(Cl)cc1	12
90	CCC(NC(=O)Nc1ccccc1C(=O)OC)(C(F)(F)F)C(F)(F)F	55

New compounds follow
No.	structure	U2OS ROS induce
91	C[C@H](CO)N1C[C@H](C)[C@@H](CN(C)S(=O)(=O)c2ccccc2)Oc2ccc(NC(=O)Nc3ccc4c(c3)OCO4)cc2C1=O	-6
92	O=C(CCn1cnc2ccccc2c1=O)Nc1ccc(F)cc1	0
93	COc1ccc(CN(C)C[C@@H]2Oc3c(NC(=O)C4CC4)cccc3C(=O)N([C@H](C)CO)C[C@H]2C)cc1	14
94	O/N=C(/C(=N/O)c1ccccc1)c1ccccc1	1
95	CCOC(=O)c1cc(C(=O)OCC)n(C)n1	-6
96	O=C(CCCCCC(=O)Nc1ccccc1O)N/N=C\c1cc(O)ccc1O	40
97	C[C@@H]1CN([C@H](C)CO)C(=O)c2cccc(NC(=O)C3CCCCC3)c2O[C@@H]1CN(C)S(=O)(=O)c1ccc(Cl)cc1	0
98	C[C@@H]1CN([C@@H](C)CO)C(=O)Cc2cc(NC(=O)Nc3ccc(F)cc3)ccc2O[C@@H]1CN(C)C(=O)Nc1ccccc1	5
99	C[C@H](CO)N1C[C@H](C)[C@H](CN(C)C(=O)Nc2cccc(Oc3ccccn3)c2)OCc2cnnn2CCCC1=O	4
